FEN1 inhibitor: inhibitors of human flap endonuclease 1; P39748; Recombinant FEN1 flap cleavage, fluorescence, 15 min; Potency, µM (series often up to 114 µM), for inactives: at the highest dose activity change, negative = inhibition, hits mostly inhibitors; 390,000 compounds, 0.35% hits; note: nearly all actives have a fitted effect of over 65% in size
Target sequence (P39748 whole entry, looked up): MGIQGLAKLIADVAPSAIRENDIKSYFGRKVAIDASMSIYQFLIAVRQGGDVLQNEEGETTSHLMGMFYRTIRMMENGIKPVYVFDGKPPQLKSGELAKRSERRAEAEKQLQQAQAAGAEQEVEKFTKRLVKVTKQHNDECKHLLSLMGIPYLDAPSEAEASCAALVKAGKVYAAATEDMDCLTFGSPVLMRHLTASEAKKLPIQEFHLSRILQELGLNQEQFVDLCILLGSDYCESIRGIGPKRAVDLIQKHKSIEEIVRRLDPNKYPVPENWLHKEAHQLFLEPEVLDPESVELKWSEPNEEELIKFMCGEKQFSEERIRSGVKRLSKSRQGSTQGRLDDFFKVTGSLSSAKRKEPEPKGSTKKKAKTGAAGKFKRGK
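Enzyme 10 nM, 15 min RT preincubation with compound; start with substrate 50 nM final; reads at 0 and 15 min; qHTS titration, four-parameter Hill fit.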
N370S GC: inhibitors or activators of N370S glucocerebrosidase for Gaucher disease; Potency, µM (top dose mostly 59.4 µM), for inactives: at the top dose activity change, negative = inhibition, usual class: inhibitors; N370S GC spleen homogenate, 4MU-glucoside fluorescence; 330,000 compounds, 0.092% hits; P04062;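 note: 0% = full enzyme activity and -100% = no enzyme basal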
GCN5L2 inh: GCN5L2 (KAT2A) acetyltransferase inhibition | Q92830 | GCN5L2 HAT assay, ThioGlo1 CoA-SH fluorescence | Potency, µM (highest dose often 58.9 µM), inactives show at the highest dose activity change, negative = inhibition, actives largely listed as inhibitors | 390,000 compounds, 0.21% hits | AID 504327
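Free CoA generated was detected with ThioGlo1 (50uM) fluorescence at Ex340nm/Em540nm, read immediately and after 20 min at room temperature. Enzyme, 20 nM in HEPES pH 7.5 buffer, saw compounds 15 min before adding 75uM H3(1-25) peptide and 70uM acetyl-CoA.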
* = called active by the depositor; u = inconclusive; x = no result given; & = joins results of further samples; [ ] = dose if it differs, or a comment. Calls come from the whole dose curve; as a rule, active = well fitted curve in the direction sought with a large enough effect; inconclusive = small, poorly fitted or top-dose-only effect, or another doubt; inactive = no such curve, though single readings can be large; an effect the other way counts as inactive or inconclusive. Unless noted, % is set by controls: 0 for no effect and ±100 for the full control effect; potency is the fitted concentration of half-maximal effect.

nr | SMILES | FEN1 inhibitor | GCN5L2 inh | N370S GC
1 | COC(=O)[C@@H]1C[C@H]2CC[C@H](O)C[C@H]2N1Cc1ccc(C(F)(F)F)cc1 | 0% | 30%[activator] | -8%&0%
2 | CC(C)CN1CCC2(CC1)CCN(C(=O)c1cccn1C)CC2 | x | 6% | -5%
3 | Cc1ccc(CN2CCN(C(=O)c3ccncc3)CC2)cc1 | 15% | 16% | 0%
4 | CCOCCn1c(CN2CCN(CCO)CC2)nc2c1c(=O)n(C)c(=O)n2C | 19% | u | 1%
5 | Cc1ccc2oc(C(=O)Nc3ccc(S(=O)(=O)N4CCCCCC4)cc3)cc(=O)c2c1 | -3% | 0% | x
6 | CCOC(=O)c1cnc2ccc(C)cc2c1Nc1ccc(OCc2ccccc2Cl)cc1 | u | -2% | x
7 | CCOC(=O)N1CCN(C(=O)CSc2nc3ccccc3c(=O)n2-c2ccccc2)CC1 | -8% | -9% | 2%[2.35 µM]
8 | COc1ccc(CN(C(=O)CNC(=O)c2ccco2)C(C(=O)NCC2CCCO2)c2ccc(OC)c(OC)c2)cc1 (stereo not drawn) | 0% | -1% | -3%
9 | O=C(NCCc1ccc(C(F)(F)F)cc1)C1CC(=O)N(c2ccc3c(c2)OCCO3)C1 (stereo not drawn) | 15% | -4% | x
10 | CCOC(=O)C1(CC2CCCCO2)CCN(Cc2ccc(OC)cc2F)CC1 (stereo not drawn) | 2% | 2% | 5%
11 | Cc1ccc(OCC(=O)Nc2ccc(N3CCN(C(=O)c4ccco4)CC3)cc2)cc1C | 0% | -11% | -24%
12 | COc1cccc(Cn2c(=O)c(-c3cn(C)c4ccccc34)nc3cncnc32)c1 | x | -6% | 4%
13 | CC1CN(C2=N/C(=C/c3ccc4c(c3)OCO4)C(=O)N2)CC(C)O1 (stereo not drawn) | 12% | -18% | -8%
14 | O=C(/C=C/c1cccc(F)c1)N(c1ccccn1)C1CCCCC1 | 7% | -2% | 6%
15 | CCOC(=O)CNC(=O)c1sc2ncnc(N3CCc4ccccc4C3)c2c1C | -8% | -18% | -6%
16 | CCCCOC(=O)c1ccc(N=Nc2c(C)c(C#N)c(O)[nH]c2=O)cc1 | 1% | -15% | -2%
17 | CCOC(=O)C1CCCN(C(=O)Cn2sc3nc(C)cc(C)c3c2=O)C1 (stereo not drawn) | u | u | -8%
18 | O=C(NCc1nnc(SCC(=O)N2CCCC2)o1)c1c(F)cccc1F | 15% | -1% | -3%
19 | Cc1ccc(Cc2c(C)c(C#N)c3[nH]c4ccccc4n3c2=O)cc1 | -11% | -1% | u
20 | COc1ccc(C2C(C(C)=O)=C(O)C(=O)N2Cc2ccccc2)c(OC)c1 (stereo not drawn) | u | -9% | -2%
21 | COc1ccc(-n2c(SCC(=O)Nc3ccccc3OC)nc(O)cc2=O)cc1 | 0% | 27% | -1%
22 | CNC(=S)NC1CC2CCCC(C1)N2Cc1ccco1 (stereo not drawn) | -15% | -12% | 9%
23 | OCC1O[C@H](O[C@H]2C(O)C(O)C(O)O[C@@H]2CO)C(O)C(O)C1O (stereo partly drawn) | x | -4% | -5%
24 | NS(=O)(=O)c1cccc(NC(=O)COC(=O)c2cc(Cl)ccc2[N+](=O)[O-])c1 | 7% | -4% | 1%
25 | CCN1CCN(c2cc(C)c3cc(NC(=S)N4CCCCC4)ccc3n2)CC1 | -1% | -4% | -6%
26 | N/C(=N\OC(=O)c1cccs1)c1cccnc1 | -2% | -5% | -4%
27 | Cc1cc(C)nc(NNS(=O)(=O)c2ccc(Cl)cc2)n1 | -3% | 0% | x
28 | Cc1c(C(=O)OCC2CCCO2)[nH]c2c1C(=O)CC(c1ccco1)C2 (stereo not drawn) | u | u | 4%
29 | COc1ccc(C(=O)Oc2cc(OC)cc(OC)c2C(C)=O)cc1 | -2% | -2% | -9%[12.8 µM]
30 | Cc1cccc(OCc2n[nH]c(=S)n2-c2ccccc2)c1 | 19% | -6% | 5%
31 | CCOCCCn1c(SCC(=O)Nc2oc(C)c3c(C)n[nH]c(=O)c23)nnc1-c1ccncc1 | 2% | 0% | -17%
32 | O=C(CN(Cc1ccc(F)cc1)C(=O)c1csnn1)NCc1ccc2c(c1)OCO2 | 0% | -5% | 0%
33 | C/C(=C\C(=O)c1sccc1Cl)N(C)C | -11% | -19% | 18%
34 | CC(=O)Nc1ccc(S(=O)(=O)NCCC(=O)NCCCc2ccccc2)cc1 | -10% | -5% | x
35 | Cn1c(C(=O)NCc2ccccn2)cc2c(=O)n(C)c3ccccc3c21 | -23% | -5% | 1%
36 | CCn1c(SCC(=O)Nc2ccc3c(c2)n(C)c(=O)n3C)nnc1-c1ccncc1 | -20% | -28% | -19%
37 | O=C(COC(=O)c1ccccc1NC(=O)c1ccco1)Nc1ccc2c(c1)OC(F)(F)O2 | 9% | u | 5%
38 | O=C(COC(=O)/C=C/c1cccs1)Nc1nc(-c2ccccc2)cs1 | -4% | -13% | 4%
39 | COC(=O)[C@]1(C)N[C@H](CN(C)C(=O)Nc2ccc(OC)cc2)[C@@H]2C(=O)N(C)C(=O)[C@@H]21 | -1% | 2% | x
40 | CN1CCN(S(=O)(=O)c2cccc(S(=O)(=O)c3cccc(S(=O)(=O)N4CCN(C)CC4)c3)c2)CC1 | 3% | -9% | 18%
41 | COC(=O)c1ccc(C(=O)OC)c(NC(=O)CN(c2ccc3c(c2)OCO3)S(C)(=O)=O)c1 | -3% | -1% | 28%
42 | Cc1c(Cl)cccc1NC(=O)CSc1ccc(-c2cccnc2)nn1 | -15% | -2% | 21%
43 | NC(=O)C1CCN(C(=O)C(Cc2ccccc2)NC(=O)c2ccccc2)CC1 (stereo not drawn) | -1% | -9% | x
44 | CCOC(=O)c1c(CN2CCOCC2)n(-c2ccccc2)c2cc(Br)c(O)cc12 | -16% | u | 1%
45 | Cc1c(NC(=O)c2ncn[nH]2)cccc1-c1nc2ccccc2s1 | -3% | 3% | 2%
46 | C=CCNC(=O)NC(=O)COC(=O)CNS(=O)(=O)c1ccc(F)c(F)c1F | -9% | -8% | 1%
47 | CCN1CCN(c2cc(N3CCN(C(=O)c4ccco4)CC3)c3c4c(onc24)-c2ccccc2C3=O)CC1 | u | -4% | -23%
48 | CC1CCCC(C)N1S(=O)(=O)c1ccc(NC(=O)CNCC2CCCO2)cc1 (stereo not drawn) | -13% | -1% | -11%
49 | COc1ccc(C(CNc2ccc(S(C)(=O)=O)cc2[N+](=O)[O-])N(C)C)cc1OC (stereo not drawn) | 0% | -5% | -5%
50 | COc1ccc(Cn2cc(C(=O)c3ccc(OC)cc3)c(=O)c3cc4c(cc32)OCCO4)cc1 | 11% | -7% | x
51 | O=C(CC1Sc2ncnn2C1=O)Nc1ccc(Br)cc1 (stereo not drawn) | -5% | -7% | 3%
52 | CCCCC(=O)Nc1ccc(NC(=O)C(C)C)cn1 | -1% | -3% | -2%
53 | CCc1ccccc1NC(=O)Cn1nc(C(F)(F)F)c2c1CCCC2 | 1% | 1% | x
54 | Cc1coc2c(C)c3oc(=O)c(CCC(=O)N4CCC(C(=O)NCCCC(=O)O)(c5ccccc5)CC4)c(C)c3cc12 | 22% | -6% | 1%
55 | O=C(O)CC(CC(=O)O)(C(=O)O)c1ccccc1 | -1% | -7% | 6%
56 | CC(C)(C)OC(=O)[C@H](Cc1ccccc1)NC(=O)c1[nH]cnc1C(=O)Nc1ccc(Cl)cc1 | -26% | -27% | u
57 | Cc1cc(Cl)ccc1OCC(=O)n1cc(C(=O)c2cc(Cl)ccc2O)cn1 | x | -3% | 5%
58 | Cc1ccc(C(=O)CCC(=O)Nc2ccc(C)cc2C)cc1 | 3% | -3% | x
59 | CC(=O)NC(Cc1ccc(F)cc1)C(=O)NC1CCN(C(=O)Nc2ccc(F)cc2)CC1 (stereo not drawn) | 5% | -2% | 1%
60 | COc1ccc2c(c1)C(c1ccc(C)o1)=NNC(c1ccccc1)=N2 | -3% | 0% | -4%

Carrying on.
nr | SMILES | FEN1 inhibitor | GCN5L2 inh | N370S GC
61 | O=S(=O)(Nc1ccc2c(c1)OCCO2)c1cnc[nH]1 | -1% | 0% | -11%
62 | Cc1cc(C)cc(NC(=S)N2CCC(c3nc4ccccc4s3)CC2)c1 | 4% | -1% | x
63 | CNc1nc2ccccc2n1/N=C/c1cccc(OC)c1OC | -28% | -14% | u
64 | Fc1ccccc1CSc1nnc2ccc(-c3ccncc3)nn12 | 14% | -5% | 8%
65 | CC12CCC(=O)N1C(C(=O)Nc1ccccc1F)CS2 (stereo not drawn) | 3% | -4% | 4%
66 | O=[N+]([O-])c1ccc(N2CCCCCC2)c([N+](=O)[O-])c1 | -1% | -2% | 2%
67 | CCOc1ccc(S(=O)(=O)N(C)c2ccc(OCC(=O)Nc3nccs3)cc2)cc1 | -24% | 1% | 4%
68 | O=c1[nH]nc(-c2ccc(F)cc2)cc1Cc1ccc(F)cc1 | 3% | -8% | 14%
69 | Cc1ccc(S(=O)(=O)N2CCCCC2)cc1NC(=O)Cc1cccs1 | -8% | -3% | x
70 | CC(C)Cc1nc(Nc2ccc(S(=O)(=O)N3CCCC3)cc2)c2nnn(Cc3ccccc3)c2n1 | -19% | -28% | 0%
71 | Cc1ccc(NC(=O)CCCn2c(=O)c3cccn3c3ccccc32)cc1C | 25% | -12% | x
72 | C=CCn1c(C)nnc1SCC(=O)NC1CC1 | -2% | -3% | 2%

Complete entries, quoted from the list. Order of values: FEN1 inhibitor	GCN5L2 inh	N370S GC
NC(=O)C1CCN(C(=O)C(Cc2ccccc2)NC(=O)c2ccccc2)CC1 (stereo not drawn) is listed with -1%	-9%	x
COc1ccc2c(c1)C(c1ccc(C)o1)=NNC(c1ccccc1)=N2 is listed with -3%	0%	-4%
Cc1ccc2oc(C(=O)Nc3ccc(S(=O)(=O)N4CCCCCC4)cc3)cc(=O)c2c1 is listed with -3%	0%	x
Cc1cc(Cl)ccc1OCC(=O)n1cc(C(=O)c2cc(Cl)ccc2O)cn1 is listed with x	-3%	5%
O=c1[nH]nc(-c2ccc(F)cc2)cc1Cc1ccc(F)cc1 is listed with 3%	-8%	14%

Further results.
nr | SMILES | FEN1 inhibitor | GCN5L2 inh | N370S GC
73 | CCOC(=O)Cn1c(C)[n+](C)c2cc(Cl)c(Cl)cc21 | 0% | -15% | -1%
74 | Cc1c(C=O)c2ccccn2c1C(=O)c1ccccc1 | 0% | 1% | 4%
75 | O=C(OCC(=O)N1CCOCC1)c1cnc(Cl)c(Cl)c1 | -1% | 1% | x
76 | OCCNc1nc2ccccc2n1-c1ncnc2sc3c(c12)CCC3 | -19% | -5% | -5%
77 | O=C(NNc1ccccc1)C(=O)N1CCCCC1 | 3% | -13% | 4%
78 | Cc1ccccc1Nc1nc(N)nc(CN(C)c2ccccc2)n1 | 0% | -2% | 5%
79 | COc1ccc(Oc2ccc(NC(=O)c3ccccc3C)cc2)cc1 | -2% | -2% | 0%
80 | COCC(=O)N1CCC(Oc2ccc(C(=O)NCCc3ncccc3C)cc2)CC1 | 29% | -5% | -22%
81 | O=c1[nH]n(-c2cccc(Cl)c2)c2ncccc12 | -4% | -2% | 0%
82 | O=C(O)c1ccccc1C(=O)Nc1ccc(S(=O)(=O)Nc2ccc(F)cc2)cc1 | -6% | -3% | -6%
83 | NC(=O)CSc1nnc(-c2ccc(S(=O)(=O)N3CCCC3)cc2)n1CC1CCCO1 (stereo not drawn) | 0% | 1% | -8%
84 | CCCC(=O)Nc1nnc(SCc2cc(=O)n3ccccc3n2)s1 | -7% | 8% | x
85 | O=C(Cc1ccc(-n2cccc2)cc1)NCc1ccccc1Cl | -1% | 0% | -1%
86 | Cc1cc(C)cc(C(=O)NC(=S)Nc2cccnc2)c1 | 9% | 0% | -24%
87 | CCC(C(=O)NCc1ccc(F)cc1)N(Cc1ccco1)C(=O)c1snc(C(N)=O)c1N (stereo not drawn) | 0% | -6% | 11%
88 | COc1ccc(S(=O)(=O)N2CCN(c3ccccc3)CC2)cc1-c1noc(C)n1 | 14% | -5% | x
89 | CC(C)(C)NC(=O)CN(Cc1ccc2c(c1)OCO2)C(=O)CNS(=O)(=O)c1ccccc1 | 4% | -1% | 4%
90 | Cc1cccc(/C=C\c2nc3ccccc3c(=O)[nH]2)c1 | 4% | -5% | 10%
91 | Cc1ccc2c(c1)C(=O)N1[C@H]3c4cc(Cl)ccc4OC[C@@H]3[C@H](c3ccccc3)[C@]1(C)C(=O)N2 | -18% | -4% | x
92 | COc1ccccc1N(C(=O)c1snc(C(N)=O)c1N)C(C(=O)NC1CCCC1)c1ccc(N(C)C)cc1 (stereo not drawn) | 0% | -8% | -15%
93 | Cc1ccc(CNC(=O)/C=C/c2ccc(Br)o2)cc1 | -3% | -8% | 29%
94 | C#CC(C)(CC)NC(=O)Cn1nnc(-c2cccc(C(F)(F)F)c2)n1 (stereo not drawn) | -16% | -8% | -7%
95 | CCC1CCCCN1CCCNC(=O)CNC(=O)c1nn(-c2ccc(OC)cc2)c(=O)c2ccccc12 (stereo not drawn) | -2% | -2% | -5%
96 | COCCNC(=O)c1ccc(NS(=O)(=O)c2cc(C)ccc2C)cc1 | -17% | -16% | -1%
